SIAE primary = blocks human sialic acid acetylesterase; Q9HAT2; SIAE FP-Rh probe binding, fluorescence polarization; inhibition, % at 9.66 µM; 0.69% of 370,000 active; AID 1053197;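 active means inhibition above a cutoff: mean of compounds within the control limits plus 3 SD of those, cut at about 17% in these data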;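 further: 0% = plate median of compound wells and 100% = probe without SIAE protein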
Target sequence (Q9HAT2 whole entry, looked up): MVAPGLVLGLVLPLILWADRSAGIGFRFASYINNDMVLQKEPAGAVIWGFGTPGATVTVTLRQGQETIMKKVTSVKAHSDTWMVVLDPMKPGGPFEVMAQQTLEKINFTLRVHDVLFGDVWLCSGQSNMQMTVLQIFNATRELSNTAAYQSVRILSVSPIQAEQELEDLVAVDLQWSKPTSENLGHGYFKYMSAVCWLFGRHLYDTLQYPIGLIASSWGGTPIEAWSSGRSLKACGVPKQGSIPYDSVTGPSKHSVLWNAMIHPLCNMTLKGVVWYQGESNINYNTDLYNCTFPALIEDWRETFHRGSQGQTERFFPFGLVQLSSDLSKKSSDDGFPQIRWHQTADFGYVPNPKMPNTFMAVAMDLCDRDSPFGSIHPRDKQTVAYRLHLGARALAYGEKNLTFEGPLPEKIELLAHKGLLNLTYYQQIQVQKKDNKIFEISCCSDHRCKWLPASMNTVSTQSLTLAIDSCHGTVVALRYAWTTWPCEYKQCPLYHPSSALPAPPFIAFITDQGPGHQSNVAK
MBD2 inh = MBD2-methylated oligo binding inhibition | Q9UBB5 | TR-FRET, MBD2 binding to methylated oligonucleotide | inhibition, % at 4.4 µM | 0.31% of 370,000 active | AID 686964; in the data active means inhibition above about 13%
TCR-CD3 inh = inhibitors of human TCR-CD3 interaction; TAMRA-labeled TCR probe fluorescence, biochemical; inhibition, % at 9.4 µM; 0.37% of 360,000 active; AID 651800; in the data active means inhibition above about 19%;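 further: recombinant mutant TCR 2C K166C tagged with TAMRA read by polarization; 0% = receptor in buffer alone and 100% = receptor with positive control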
Tn6 DDE FP = DD(E)-Tn6 binding inhibition, primary FP screen; Fibrin DD(E) TRITC-Tn6 fluorescence polarization displacement; AID 720509; P02675; inhibition, % at 8.3 µM; 0.21% of 370,000 active;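 active means inhibition above a per-campaign cutoff: mean of compounds within control limits plus 3 SD, cut at about 15% in these data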;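 further: 0% = median of all compound wells on the plate and 100% = blocking peptide control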
Target sequence (P02675 whole entry, looked up): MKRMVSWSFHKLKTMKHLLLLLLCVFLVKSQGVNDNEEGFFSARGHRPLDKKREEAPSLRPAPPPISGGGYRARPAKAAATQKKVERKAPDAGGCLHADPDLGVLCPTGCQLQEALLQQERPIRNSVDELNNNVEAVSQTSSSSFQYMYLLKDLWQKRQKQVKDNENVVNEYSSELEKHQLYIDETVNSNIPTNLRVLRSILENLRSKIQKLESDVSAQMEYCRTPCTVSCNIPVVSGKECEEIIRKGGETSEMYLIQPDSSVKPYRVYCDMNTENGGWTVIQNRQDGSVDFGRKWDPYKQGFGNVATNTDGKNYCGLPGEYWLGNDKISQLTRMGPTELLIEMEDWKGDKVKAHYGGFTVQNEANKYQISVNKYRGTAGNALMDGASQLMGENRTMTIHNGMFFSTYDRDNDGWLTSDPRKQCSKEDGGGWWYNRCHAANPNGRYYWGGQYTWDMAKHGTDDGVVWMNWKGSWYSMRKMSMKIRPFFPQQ
LEDGF integ inh = blocks HIV-1 LEDGF/p75-dependent DNA integration. TR-FRET IN-LEDGF/p75 DNA integration, Eu/Cy5. inhibition, % at 3.7 µM. 0.64% of 370,000 active. AID 743269;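 active means inhibition above the screen-wide mean plus 3 SD, cut at about 13% in these data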;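 further: signal is the Cy5 over europium emission ratio at 671 and 618 nm; 0% = plate median of compound wells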
UHRF1 MBD2 ctr = human UHRF1 methylated DNA binding inhibitors; Q96T88; UHRF1 binding to methylated oligo, TR-FRET; inhibition, % at 4.4 µM; 0.75% of 370,000 active; AID 687016; in the data active means inhibition above about 21%;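 further: UHRF1 SRA domain binding a hemimethylated CpG hairpin DNA probe; 0% = median of test compound wells and 100% = reference inhibitor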
proKLK7 act = activates the human kallikrein-7 zymogen | P49862 | purified proKLK7, EDANS-DABCYL substrate fluorescence; 100% is mature enzyme control, 0% vehicle | activation, % at 7 µM | 0.9% of 370,000 active | AID 652039;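 active means activation above the mean of all tested compounds plus 3 SD, computed per campaign excluding outliers beyond control limits, cut at about 13% in these data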
PRMT1 FP inh = blocks human protein arginine methyltransferase 1; Q99873; recombinant PRMT1, activity-based probe fluorescence polarization; inhibition, % at 2.79 µM; 1.3% of 370,000 active;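 active means inhibition above about 21% made by adding two undisclosed values, limit read from the data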
TDP2 inh = TDP2 (human) inhibition, absorbance primary screen; 0.34% of 370,000 active; inhibition, % at 12.8 µM; recombinant TDP2, T5PNP hydrolysis, p-nitrophenol absorbance 415 nm; O95551;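 active means inhibition above the mean of all tested compounds plus 3 SD, set per campaign, cut at about 25% in these data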;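 further: 0% = DMSO with enzyme and 100% = buffer with substrate but no TDP2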
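Assay system: Recombinant human TDP2 | Quantity: 120 nM TDP2 per well | Incubation: 2 h at 37 °C | Signal: Epi absorbance | Evaluation: Percent inhibition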
DDE Tn7 FP inh = inhibitors of Tn7 peptide binding to human fibrin DD(E); P02675; FP displacement of FITC-Tn7 peptide from fibrin DD(E); 0% = median of compound wells per plate; inhibition, % at 8.3 µM; 0.13% of 370,000 active;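 active means inhibition above the mean of compounds falling within the control limits plus 3 SD of them, cut at about 14% in these data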;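 further: 0% = plate median of compound wells and 100% = 10 µM Aha-Tn7 peptide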
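system = human fibrin DD(E) protein | quantity = DD(E) 2 µM final | medium = Tris/NaCl/CaCl2 buffer, pH 7.8 | also added = labelled Tn7 tracer, 0.1 µM | compound dosing = single point at 8.3 µM | timing = compound with protein 10 min, then 3 h after probe, room temperature | signal = FP measurement | benchmarks = Aha-Tn7 high control | repeats = one replicate per compound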
Numbers without * were called inactive; x = no result given.

Under each structure: SIAE primary	MBD2 inh	TCR-CD3 inh	Tn6 DDE FP	LEDGF integ inh	UHRF1 MBD2 ctr	proKLK7 act	PRMT1 FP inh	TDP2 inh	DDE Tn7 FP inh
> Cc1ccc(Cn2cc(C(=O)NN)c(=O)c3ccc(F)cc32)cc1
→ 2	-3	-2	2	-6	-3	-0.2	2	8	-8
> CCCSc1nnc(NC(=O)Nc2ccccc2OC)s1
→ 6	-1	-3	2	0	1	0.5	-1	-4	4
> COc1ccc(Cl)cc1NC(=O)CCS(=O)(=O)c1ccc(Br)cc1
→ -5	26*	-1	-3	11	45*	0.6	0	-4	-4
> O=C(NCc1ccccc1Cl)c1ccc(CS(=O)Cc2ccc(Cl)cc2)o1 (configuration not stated)
→ -10	-7	2	3	2	9	0.0	1	-11	-2
> O=C(CCc1nc2ccccc2s1)OCC(=O)c1ccccc1
→ -3	0	-5	-3	-3	0	-0.6	0	-1	6
> CCCCCc1nc2c(=O)n(C)c3ccccc3c2o1
→ -6	-4	5	9	-5	-1	-0.4	-2	-10	0
> COc1ccc([N+](=O)[O-])cc1NC(=O)Cn1ccc(C(F)(F)F)n1
→ 4	4	3	3	-3	-2	-0.6	0	0	1
> O=C(O)COC(=O)C1C(c2ccccc2)C(C(=O)O)C1c1ccccc1 (configuration not stated)
→ 1	2	12	-9	-1	-4	-0.6	1	1	-7
> N#Cc1cccc(C(=O)OCc2cccc(S(=O)(=O)N3CCOCC3)c2)c1
→ 3	-4	9	0	1	-1	-0.3	0	8	-7
> CCOC(=O)/C(C#N)=C/c1ccc(N2CCN(Cc3ccccc3)CC2)cc1
→ -16	0	4	7	-2	0	-0.2	-2	-10	0
> Cc1cccc(-c2noc(-c3ccoc3C)n2)c1
→ 8	0	-2	4	5	0	0.6	-1	6	0
> CCS(=O)(=O)c1ccc(C=NNc2nc3ccccc3o2)cc1
→ 4	-4	3	-3	1	-1	0.1	-1	-1	-2
> Cc1ccc(NC(=S)Nc2ccc(Cl)c(Cl)c2)c(OC(F)F)c1
→ -7	-6	-6	1	-3	1	-0.1	0	-12	-3
> CCc1nnc(NC(=O)CSc2nc3[nH]c(=O)cc(O)c3s2)s1
→ 4	-4	3	-2	1	-2	-0.3	7	-2	10
> Cc1c(OCC(=O)N2C[C@H]3C[C@@H](C2)c2cccc(=O)n2C3)ccc2c3c(c(=O)oc12)CCCC3
→ -1	-2	-4	3	4	0	0.2	-6	-14	-2
> CCS(=O)(=O)N1CCC(C(=O)NCc2cc(OC)ccc2OC)CC1
→ -11	0	5	9	-1	-3	-0.5	-4	-9	2
> O=C(CC1CCCCC1)Nc1c2c(nn1-c1ccc(F)cc1)CS(=O)(=O)C2
→ -2	16*	1	8	-1	-3	0.6	-2	9	1
> O=C(NCC(c1ccco1)N1CCc2ccccc2C1)c1cccc(F)c1 (configuration not stated)
→ -3	1	-3	-2	3	-1	-0.1	2	1	5
> O=C(C(=O)N1CCC(CNC(=O)c2sc3ccccc3c2Cl)CC1)c1cccs1
→ -6	1	-2	-3	4	5	0.8	6	-9	-1
> CCc1nnc(NC(=O)COC(=O)CN2C(=O)c3ccccc3C2=O)s1
→ 6	-2	1	0	2	0	0.4	0	9	3
> COc1ccc(C(=O)N/N=C(/C)c2cccc(NC(=O)c3ccccc3F)c2)cc1
→ -1	10	-11	-5	-8	1	0.1	4	-17	-4
> COc1ccc(NC(=O)CSc2nc3[nH]c(=O)[nH]c(=O)c3s2)cc1OC
→ 2	0	7	-5	3	-2	0.0	3	0	2
> CCOC(=O)c1[nH]ncc1CN1CCC(Cc2cccc(OC)c2)(C(=O)OCC)CC1
→ -2	-3	7	-4	3	0	0.4	-4	4	-3
> COc1ccc(NC(=O)c2cc(C(C)C)on2)c(OC)c1
→ 0	0	-1	-2	-4	1	0.6	1	2	1
> CCc1nnc(NC(=O)c2ccc(S(=O)(=O)N3CCCc4ccccc43)cc2)o1
→ -12	4	-11	-2	1	1	-0.5	-1	-2	5
> c1cc(SSc2ccncc2)ccn1
→ 7	0	3	3	-3	1	0.1	87*	9	6
> Cc1ccc(C(CNS(=O)(=O)c2ccccc2)N2CCN(C)CC2)cc1 (configuration not stated)
→ -12	-1	-4	0	6	3	-0.5	-8	-12	-4
> CC1CCCC(C)N1C(=O)CCN1C(=O)C2C3C=CC(C3)C2C1=O (configuration not stated)
→ 4	-2	1	-1	-6	4	-0.1	1	-7	-1
> CCn1c(C)cc(/C=C2\NC(=O)N(Cc3ccc(Cl)cc3)C2=O)c1C
→ 7	-2	-2	-5	1	-1	0.4	1	-8	-2
> CN=C(Nc1cccnc1)c1ccccc1
→ -3	-2	-1	-4	-4	2	-0.5	0	2	1
> CCC(C(=O)NCc1ccc(F)cc1)N(Cc1cccs1)C(=O)c1snc(C(N)=O)c1N (configuration not stated)
→ -1	-2	11	5	0	2	1.6	-3	-12	5
> COCCCNC(=O)Cn1cnc2sc(C)c(S(=O)(=O)N3CCN(c4ccccc4OC)CC3)c2c1=O
→ 7	-2	-1	-1	1	1	0.3	-5	6	-2
> COc1ccc(Nc2nc(N3CCOCC3)nc(N3CCOCC3)n2)cc1
→ 1	9	-4	-5	-3	-2	-0.1	5	5	-4
> CC(=O)Nc1cccc(-c2ccnc3c2CC(C)(C(=O)Nc2cccc(C(C)=O)c2)O3)c1 (configuration not stated)
→ 4	2	-2	9	-6	-2	0.5	-3	3	1
> CCN(C(=O)C1CCN(c2nc(-c3ccc(OC)cc3)no2)CC1)c1ccc(OC)cc1
→ 6	5	-3	-4	-1	3	-0.1	6	-9	-1
> CCN(CC)CCCCCCCCOC(=O)c1cc(OC)c(OC)c(OC)c1
→ 3	-3	7	7	1	-1	0.1	0	-11	-1
> COc1ccc(NC(=O)C2(C)CCN2Cc2ccccc2OC(F)F)cc1OC (configuration not stated)
→ 4	4	11	7	-1	-1	-0.8	-1	4	8
> Cc1ccc(NC(=O)CCNCc2ccco2)cc1S(=O)(=O)N(C)C
→ 1	-1	7	-3	-1	1	0.4	-10	-7	-6
> C=CCOc1ccc(C(=O)Nc2ccc(OCC)cc2)cc1
→ 4	3	3	1	5	-3	-0.7	-2	5	0
> COc1ccc(/C=C/C(=O)c2ccc(O)cc2)cc1COc1ccc(F)cc1
→ -68	-3	7	-6	1	0	-1.0	2	0	-4
> CC1CCN(C(=O)Cn2nc(C(F)(F)F)c3c2CCCC3)CC1
→ 4	-1	-1	0	-1	2	-0.2	2	-4	1
> CCOc1ccc2ccccc2c1C(=O)Nc1cc(=O)n(C)c(=O)n1C
→ 3	-2	2	2	-5	1	0.0	-5	5	9
> O=C(NCC1CCCO1)c1cc(-c2ccccc2)on1 (configuration not stated)
→ -2	4	-1	4	3	0	0.0	0	-11	3
> Cc1c(C(=O)N2CCN(CCc3ccccn3)CC2)oc2ccc(F)cc12
→ -4	-1	0	6	-3	0	-0.4	-4	2	12
> COc1ccc(S(=O)(=O)N2CCC(C(=O)N[C@@H](C)C(=O)NC3CCCC3)CC2)cc1
→ 0	-2	-5	14	-6	2	0.7	3	-21	-6
> COC(=O)COc1ccc(S(=O)(=O)N2CCCCCC2)cc1C
→ 3	-5	6	2	-2	2	-0.4	0	-6	3
> O=C(CSc1nnc(CNC(=O)c2ccco2)o1)Nc1ccc(Cl)cc1
→ -7	6	0	0	-1	4	-0.5	6	-2	4
> Cc1cccc(N2CCN(C(=O)COCc3cc(-c4ccc5c(c4)OCO5)on3)CC2)c1C
→ -13	0	1	9	2	2	-0.2	-2	-5	-6
> CCCn1c(=O)[nH]c(=O)c2[nH]cnc21
→ -2	-6	-1	-1	2	1	1.2	-1	-14	-5
> CCC(=O)NC(c1ccccc1)c1c(OC(C)=O)ccc2ccccc12 (configuration not stated)
→ 3	-1	0	-2	-3	13	0.6	7	-1	-8
> C/C(=N\NC(=O)c1nnn(-c2nonc2N)c1CN1CCC(C)CC1)c1cccc(Br)c1
→ 5	-3	-2	-2	-8	2	0.1	0	-6	-6
> CCN1CCN(Cc2c(OC)ccc3ccccc23)CC1
→ 0	-1	-3	-4	0	2	0.0	-1	13	5
> Cc1cccc(NC(=O)c2cc3ccccc3c(=O)o2)n1
→ 2	-2	1	3	-3	-1	0.2	-1	-7	10
> CC(C)(C)OC(=O)N1CCC(NC(=O)c2[nH]cnc2C(=O)Nc2ccc(Cl)cc2)CC1
→ -4	-6	1	-1	0	-1	-0.3	-1	-6	-8
> Cc1ccc(OCC(=O)Nc2ccc(S(=O)(=O)N(C)C3CCN(C)CC3)cc2)c(C)c1
→ -2	7	-6	-2	-9	4	-0.4	7	-7	1
> O=c1[nH]c(N2CCOCC2)nc2ncn(Cc3ccccc3)c12
→ -3	-4	5	9	0	-1	-0.8	-3	-3	7
> CCN(CC)C(=S)SCC(=O)c1ccc(Br)cc1
→ 0	0	7	-2	0	11	0.4	0	6	3
> COc1ccc(OC)c(C2C(C(=O)c3cccs3)=C(O)C(=O)N2c2cc(C)on2)c1 (configuration not stated)
→ 2	1	9	3	-1	-3	0.1	0	6	4
> COc1cccc(C(=O)N(CCN2CCOCC2)Cc2ccc(OC)c(OC)c2)c1
→ 1	3	x	1	5	1	-0.6	-4	-14	-2
> COc1ccc(NC(=O)CCC(=O)c2cc(C)sc2C)cc1
→ -1	-5	2	4	0	-1	0.2	-2	-5	6

Continuation.
Under each structure: SIAE primary	MBD2 inh	TCR-CD3 inh	Tn6 DDE FP	LEDGF integ inh	UHRF1 MBD2 ctr	proKLK7 act	PRMT1 FP inh	TDP2 inh	DDE Tn7 FP inh
> O=C(OCc1cccc([N+](=O)[O-])c1)c1ccncc1
→ 3	-6	-5	5	1	-2	-0.2	-2	5	7
> COCCNC(=O)C1(C)CCCN(Cc2ccc(Oc3ccccc3)cc2)C1 (configuration not stated)
→ 0	3	8	-1	0	2	0.2	-4	3	3
> CC[C@H](C)Cc1cn([C@@H](CCCN=C(N)N)C(=O)NCCCCCCCCCCC(=O)N2CCNCC2)nn1
→ -2	1	-3	-2	0	5	0.0	2	3	-1
> Cc1ccccc1C(=O)NC1CCN(C(=O)Nc2ccccc2Cl)CC1
→ -10	1	-8	4	-6	1	-0.5	3	6	6
> O=C(Nc1nccs1)c1ccc(S(=O)(=O)N2CCOCC2)cc1
→ -3	1	4	-4	4	-4	-0.6	-8	-6	2

Shown with values ahead of the structure: 2 of the compounds above
SIAE primary,MBD2 inh,TCR-CD3 inh,Tn6 DDE FP,LEDGF integ inh,UHRF1 MBD2 ctr,proKLK7 act,PRMT1 FP inh,TDP2 inh,DDE Tn7 FP inh,mol
4,-2,1,-1,-6,4,-0.1,1,-7,-1,CC1CCCC(C)N1C(=O)CCN1C(=O)C2C3C=CC(C3)C2C1=O (configuration not stated)
-12,4,-11,-2,1,1,-0.5,-1,-2,5,CCc1nnc(NC(=O)c2ccc(S(=O)(=O)N3CCCc4ccccc43)cc2)o1

Pulled one by one from the entries so far:
Under each structure: SIAE primary	MBD2 inh	TCR-CD3 inh	Tn6 DDE FP	LEDGF integ inh	UHRF1 MBD2 ctr	proKLK7 act	PRMT1 FP inh	TDP2 inh	DDE Tn7 FP inh
> Cc1ccccc1C(=O)NC1CCN(C(=O)Nc2ccccc2Cl)CC1
→ -10	1	-8	4	-6	1	-0.5	3	6	6
> COCCNC(=O)C1(C)CCCN(Cc2ccc(Oc3ccccc3)cc2)C1 (configuration not stated)
→ 0	3	8	-1	0	2	0.2	-4	3	3

High-throughput results as filed in PubChem BioAssay.
